High-throughput results from PubChem.
SKBR3 24h inh: SK-BR-3 proliferation inhibitors | SK-BR-3 viability, CellTiter-Glo ATP luminescence, 24 h; active compounds read low | viability, % at 10 µM | hit rate 0.47% among 41,000 | AID 847;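 active = viability at or below the median of all test compounds minus 3 SD, in both replicates if run twice, cut at about 45% in these data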;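 note: 100% = median untreated cell wells and 0% = median positive control drug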
Starred values were filed as active, the others as inactive. Some of the compounds tested; rates above refer to the full screens.

SMILES	SKBR3 24h inh
CCn1c(CNC(=O)COc2c(C)cccc2C)nnc1SCC(=O)Nc1nccs1	103
CCCCNc1ncnc2c1cnn2-c1ccccc1	100
CC(C)(C)C(=O)C(Oc1cccc2nonc12)n1cncn1 (centres undefined)	90
COc1ccc(OCC(=O)N2CCN(C(=O)Cc3ccccc3)CC2)cc1	68
CC1CCN(S(=O)(=O)c2cccc(C(=O)NCc3cccs3)c2)CC1	77
Cc1cc(C)cc(NC(=O)N2CCC(NC(=O)c3ccc(F)cc3)CC2)c1	103
CCN1/C(=C(\O)c2ccccc2)C(=O)c2ccccc2S1(=O)=O	86
Cc1ccccc1-n1c(N)cc(=O)[nH]c1=S	101
Clc1ccc(NCc2nnc3n2CCCCC3)cc1	115
Cc1ccc(-c2nnc(OCCN3CCOCC3)c3ccccc23)cc1	68
O=C(NCc1nc(-c2ccccc2)no1)c1ccc(Br)o1	87
CC1CN(C(=O)C(C)N2C(=O)c3ccccc3C2=O)CC(C)O1 (centres undefined)	92

Part of the list above in order of length of the SMILES, highest first:
SMILES	SKBR3 24h inh
Cc1cc(C)cc(NC(=O)N2CCC(NC(=O)c3ccc(F)cc3)CC2)c1	103
CC1CCN(S(=O)(=O)c2cccc(C(=O)NCc3cccs3)c2)CC1	77
CCN1/C(=C(\O)c2ccccc2)C(=O)c2ccccc2S1(=O)=O	86
CC1CN(C(=O)C(C)N2C(=O)c3ccccc3C2=O)CC(C)O1 (centres undefined)	92
Cc1ccc(-c2nnc(OCCN3CCOCC3)c3ccccc23)cc1	68
CC(C)(C)C(=O)C(Oc1cccc2nonc12)n1cncn1 (centres undefined)	90
O=C(NCc1nc(-c2ccccc2)no1)c1ccc(Br)o1	87
Cc1ccccc1-n1c(N)cc(=O)[nH]c1=S	101
Clc1ccc(NCc2nnc3n2CCCCC3)cc1	115
CCCCNc1ncnc2c1cnn2-c1ccccc1	100

(cont.)
SMILES	SKBR3 24h inh
CCO/C(C)=N/n1c2nc3ccccc3nc2c2c(=O)n(C3CCCC3)c(C)nc21	86
c1cnn(-c2cc(N3CCOCC3)ncn2)c1	95
CC(=O)c1cc(CN2C(=O)c3ccccc3C2=O)cs1	92
COc1cc(OC)c(C2=NOC(C(=O)Nc3c(C)nn(CC(=O)N4CCCC4)c3C)C2)cc1Cl (centres undefined)	93
CCN(CC)C(=O)C1CCCN(Cc2ccc(OC)c(C)c2C)C1 (centres undefined)	87
CN(Cc1nc(-c2ccncc2)no1)S(=O)(=O)c1ccc(Br)cc1	91
Cc1ccc(-n2c(N)c(C(N)=O)sc2=S)cc1	83
CCCCOCCCNC(=O)N[C@@H](CC(C)C)C(=O)O	107
O=C(Nc1ccc2nc(-c3ccc(Br)o3)[nH]c2c1)c1cccs1	79
COc1cccc(CN2CCCN(S(=O)(=O)c3ccc(Br)cc3)CC2)c1	61
O=c1cc(-c2ccccc2)nc2nc(COc3ccccc3)[nH]n12	114
O=C(NCc1ccccc1)c1n[nH]nc1-c1ccccc1O	88
COC(=O)C1=C(C)NC(C)=C(C(=O)OC)C1C(=O)OC1CCCCC1=O (centres undefined)	92
CCCC12CN3CC(C)(CN(C1)C3c1ccc3c(c1)OCO3)C2=O (centres undefined)	111
Cc1cccc(CC2CC(=O)N(C3CCCCC3)C2=O)c1 (centres undefined)	89
CCC(=O)Nc1ccc(C(=O)Nc2cccnc2)cc1	89
Cc1nc(SCC(=O)N2CCN(c3ccccc3)CC2)c2oc3ccccc3c2n1	89
O=C1CCC(=O)N1CCCCCc1nc(-c2ccccc2)no1	99
O=C(CCC1CCCC1)N1CCN(C(=O)c2cccnc2)CC1	76
CCn1c(SCC(=O)N2CCCc3ccccc32)nc2c1c(=O)n(C)c(=O)n2C	89
CC(C)(C)OC(=O)N1CCC[C@H]1c1nnc(SC/C=C/c2ccccc2)o1	94
Cc1c(C(=O)O)sc2nc(C)n(C)c(=O)c12	117
CN(C)C(CNC(=O)Nc1cccc(Cl)c1)c1cccnc1 (centres undefined)	95
Cc1ccc(-c2noc(CCC(=O)NCC3CCN(Cc4cccc(C)c4)CC3)n2)cc1	93

Taken from above:
COC(=O)C1=C(C)NC(C)=C(C(=O)OC)C1C(=O)OC1CCCCC1=O (centres undefined) in SKBR3 24h inh is listed with 92
O=C1CCC(=O)N1CCCCCc1nc(-c2ccccc2)no1 in SKBR3 24h inh is listed with 99
CCn1c(SCC(=O)N2CCCc3ccccc32)nc2c1c(=O)n(C)c(=O)n2C in SKBR3 24h inh is listed with 89
Cc1cccc(CC2CC(=O)N(C3CCCCC3)C2=O)c1 (centres undefined) in SKBR3 24h inh is listed with 89

Next compounds
SMILES	SKBR3 24h inh
COc1ccc(OC)c(NC(=O)C2=C(C)Nc3ncnn3C2c2cccs2)c1 (centres undefined)	89
Cc1ccc(S(=O)(=O)NC(=O)Nn2c(C)nnc2C)cc1	92
CCOC(=O)C1CCCN(S(=O)(=O)c2cc(Br)cc3c2N(C(=O)C2CC2)CC3)C1 (centres undefined)	102
Cc1cccc2cc(CN(CC3CCCO3)C(=O)c3ccncc3)c(=O)[nH]c12 (centres undefined)	93
COc1cc2c(c(O)c1OC)C(=O)C(OC)CCC2 (centres undefined)	95
CCCCc1c(O)nc2n(c1=O)CCS2	108
COc1nc(Nc2ccc(C(C)=O)cc2)nc(OC)n1	104
Brc1ccc(-c2cnc3n2CCCC3)cc1	84
Cc1cc(C)nc(Nc2ccc(N3CCCC3)cc2)n1	71
CCCCCOC(=O)C1[C@H]2C(=O)N(CCCOC)C[C@]23C=C[C@H]1O3 (some centres undefined)	96
CCOC(=O)N1CCc2c(sc3c2C(=O)NC(c2ccccc2)N3)C1 (centres undefined)	63
CCN1CCCC1CNC(=O)c1nn(-c2ccc(C)cc2)c(=O)c2c1c1ccccc1n2C (centres undefined)	84
CCC1(C)Cc2c(sc(NC(=O)CCC(=O)O)c2C#N)CO1 (centres undefined)	103
O=C(O)c1cccc(CN2C(=O)CSC2=O)c1	120
CC1CCCC(C)N1C(=O)Cn1c(SCC(=O)Nc2ccc3c(c2)OCO3)nc2ccccc21 (centres undefined)	82
O=C(CN1CCOCC1)NCCNC(=O)CN1CCOCC1	84
CN(C)C(=O)N1CCN(C(=O)N(C)C)CC1	128
O=Nc1c2nc3ccccc3n(O)c-2c2ccccc12	82
CC1Cc2ccccc2N1C(=O)c1ccc2snnc2c1 (centres undefined)	85
CCOc1cc(NC(=O)c2ccco2)c(OCC)cc1NC(=O)CCc1ccccc1OC	82
COc1cc(NC(=O)CCCC(=O)OCC(F)(F)C(F)F)nc(OC)n1	82
COC(=O)C1=C(C)NC(C)=C(C(=O)OC)C1c1cc2ccc(C)cc2[nH]c1=O	69
CCOC(=O)c1ccc(NC(=O)CSc2nnc(C)n2-c2ccccc2)cc1	94
CCOc1ccc(NC(=O)CCN2CCN(c3ccccc3)CC2)cc1	114
S=c1[nH]nc(-c2ccccc2Cl)n1CC1CCCO1 (centres undefined)	94
COC(=O)Cc1ccc2c3ccccc3n(C)c2c1	91
COc1ccc(CCNC(=O)Cn2c(=O)n(Cc3ccco3)c(=O)c3ccc(Cl)cc32)cc1OC	73
COc1ccc(NC(=O)N(CCCN(C)C)Cc2cc3cc(OC)ccc3[nH]c2=O)cc1	76
CCC1S/C(=C(\C#N)C(N)=O)N(c2ccc(F)cc2)C1=O (centres undefined)	103
O=C(CSc1nnc(-c2ccco2)o1)N1c2ccccc2CCc2ccccc21	86
C=CCOc1ccc(NC(=O)C2CC(=O)N(C(C)C)C2)cc1 (centres undefined)	95
CC1=C(C(=O)Nc2ccc(F)cc2)C(c2ccncc2)C2=C(CCCC2=O)N1 (centres undefined)	96
O=C(Nc1ccncc1)Nc1ccccn1	79
COc1cccc(S(=O)(=O)Nc2ccc(C(=O)N3CCOCC3)cc2)c1	98
Cc1nnc(NC(=O)c2cc3n(n2)C(C(F)(F)F)CC(C2CC2)N3)s1 (centres undefined)	101
O=C(CSc1ncc(-c2ccc(F)cc2)[nH]1)NCc1ccco1	75
Cc1ccc(OCc2nnc(SCC(=O)Nc3cc(C)on3)n2C)cc1	111
Nn1c(Cc2ccccc2F)nnc1SCn1nnc2ccccc2c1=O	96
O=C1NCC(O)=C1C=NC12CC3CC(CC(C3)C1)C2	139
Cc1cccc(NC(=O)C2c3ccccc3C(=O)N3CCc4ccccc4C23)n1 (centres undefined)	59
CCOC(=O)N1CC=C2C(C#N)=C(N)C(C#N)(C#N)[C@H](c3cccs3)[C@H]2C1	74
OCCNCC(O)Cn1ccc2ccccc21 (centres undefined)	75
CCOCCCNC(=O)C(c1ccc(OC)cc1)N(Cc1ccc2c(c1)OCO2)C(=O)CNC(C)=O (centres undefined)	62
CC(C)Cc1nc(SCC(=O)NCc2ccccc2)n[nH]1	99
COc1ccc(-c2ccc(=O)n(CC(=O)Nc3cccc(O)c3)n2)cc1OC	72
O=C(Sc1nnnn1C1CCCCC1)c1cccs1	119
COCCn1nnnc1CN1CCOCC1	97
CCc1ccc(CC)c(S(=O)(=O)Nc2ccc(O)c(C(=O)O)c2)c1	106
CCOC(=O)CC(=O)CSc1nc2c(cc1C#N)CCCCC2	90
COc1nnc(-c2ccc(N3CCOCC3)c(NC(=O)c3ccco3)c2)c2ccccc12	81
COC(=O)c1cccc(S(=O)(=O)N2CCC(n3nnc4cc(F)ccc43)CC2)c1	89
COc1cccc(NC(=O)c2cccnc2)c1	95
O=c1c2[nH]c3ccc(F)cc3c2ncn1CCCn1ccnc1	100
CCOC(=O)C1CCCN(C(=O)c2cc(Nc3ccc(OC)c(OC)c3)nc3ccccc23)C1 (centres undefined)	85
O=C(CCC(=O)N1CCCC1)Nc1nnc(C(F)(F)F)s1	88
O=c1c2ccccc2nnn1Cc1ccccn1	90
CC(=O)N1CCN(CCN=CC2=C(O)CC(c3ccc(Cl)cc3)CC2=O)CC1 (centres undefined)	94
CSc1nc(-c2ccco2)nn1C(=O)c1cccs1	93
Cc1cc(-c2nnc3sc(-c4ccc(Cl)cc4Cl)nn23)n[nH]1	79
CCCCSCc1[nH]c(=O)[nH]c1C(=O)CCCCC(=O)OCC	92
The listing continues.
SMILES	SKBR3 24h inh
COCc1nnc(SCC(=O)NC(C)c2ccccc2)n1-c1ccccc1 (centres undefined)	86
O=C(O)c1ccccc1NCN1C(=O)C2CC=C(Cl)CC2C1=O (centres undefined)	120
CCOC(=O)C1CCN(C(=O)NC23CC4CC(CC(C4)C2)C3)CC1	88
C/C(Cl)=C\Cn1c(Nc2ccccc2)nc2c1c(=O)n(C)c(=O)n2C	76
Cc1ccc(N2C(=O)c3n[nH]c(C)c3C2c2cccnc2)cc1 (centres undefined)	95
CN1CCN(C(=O)c2ccccc2-c2ccccc2C(=O)O)CC1	91
CSc1nc(N2CCOCC2)c2c3c(sc2n1)CCC3	86
COc1cc(-c2nc3cnccn3c2Nc2ccc3c(c2)OCCO3)ccc1O	83
COc1ccccc1-c1nc(-c2cccc(C)c2)no1	108
N#Cc1c(C(F)(F)F)cc(-c2ccco2)nc1SCc1ccncc1	88
Cc1ccc(/C(O)=C2\C(=O)C(=O)N(CC(C)O)C2c2cccc(F)c2)cc1 (centres undefined)	118
O=C(Cn1nc(C(F)(F)F)c2c1CCC2)N1CCN(c2ccccc2)CC1	79

Some of the entries above, set out differently.
| SMILES | SKBR3 24h inh |
| --- | --- |
| O=C(Cn1nc(C(F)(F)F)c2c1CCC2)N1CCN(c2ccccc2)CC1 | 79 |
| O=C(O)c1ccccc1NCN1C(=O)C2CC=C(Cl)CC2C1=O (centres undefined) | 120 |

Going on with the list.
SMILES	SKBR3 24h inh
Cc1nc(SC(C)C)[nH]c(=O)c1Cc1ccccc1	84
Clc1ccc(Nc2nc(-c3cccs3)cs2)nc1	112
Cn1c(=O)c(C(=O)Nc2ncccn2)c(O)c2ccccc21	110
Cc1ccc(O)c(Sc2cc(C)ccc2O)c1	77
CCOC(=O)c1cc(S(=O)(=O)NC2CCN(C(=O)OCC)CC2)cn1C	83
Cc1ccc(S(=O)(=O)NC(C)C(=O)Nc2ccccc2C(=O)N2CCCC2)cc1 (centres undefined)	65
COc1ccc(Cn2c(C3CC3)nc3ccc(NC(C)=O)cc3c2=O)cc1	84
CC(=O)Nc1nc(C(=O)Nc2c(C)n[nH]c2C)cs1	87
Cc1csc(NC(=O)CSc2nnc(C)n2Cc2ccco2)n1	78
COc1ccc(C2C(C(=O)N3CCCCC3)CCC(=O)N2c2cc(OC)c(OC)c(OC)c2)cc1 (centres undefined)	110
CN(C)c1ccc(-c2noc(C3CCN(S(=O)(=O)c4cccc(Cl)c4)CC3)n2)cc1	88
Cc1nn(CC(=O)N2CCN(Cc3ccccc3)CC2)c(=O)c2ccccc12	76
CCOC(=O)CC(=O)CSc1nc2c(cc1C#N)CCCCCC2	84
Cc1cc2n(n1)C(c1ccco1)Nc1ccccc1-2 (centres undefined)	87
Nc1c(C(=O)NC2CCCCC2)nsc1C(=O)OCC(=O)NC1CCCCC1	82
COc1ccc(-c2noc(COc3ccc4c(c3)OCO4)n2)cc1OC	93
CCOC(=O)COc1ccc(S(=O)(=O)Nc2ccc3c(c2)OCO3)cc1	101
Cc1cc(=O)[nH]c(SCC(=O)Nc2ccc(S(=O)(=O)N3CCCCC3)cc2)n1	93
Cc1coc2c(C)c3oc(=O)c4c(c3cc12)CCC4	72
CC(C)n1cnc2cc(NCc3nc4ccccc4n3C)ccc21	67
O=C(CCCN1C(=O)CCC1=O)Nc1ccc(Cl)c(C(F)(F)F)c1	93
COc1cccc(CN2CCN(c3cccc(C(F)(F)F)c3)CC2)c1OC	94
CCOC(=O)c1cccc(NS(=O)(=O)c2c(C)[nH]c(=O)[nH]c2=O)c1	115
CC(=O)Nc1ccccc1OCc1nnc(-c2cccs2)o1	109
Cc1cc(C)n2c(SCc3c(C)noc3C)nnc2n1	81
O=C(NCc1cccs1)N[C@@H](Cc1ccccc1)C(=O)O	109
O=C(COC(=O)C1CC1)c1c[nH]c2ccccc12	90
CCOC(=O)c1ccc(Nc2nnc(C(C)(C)C)c(=O)[nH]2)cc1	122
O=c1[nH]c(CS(=O)(=O)c2ccccc2)nc2ccccc12	86
Cc1onc(-c2ccccc2)c1C(=O)Nc1sc2c(c1C#N)CCC2	44*
CCOC(=O)CC(=O)CSc1nc2nc(C)cc(C)n2n1	99
O=C1c2ccccc2C(=O)N1CCC(=O)N1CCCc2ccccc21	112
O=C(Nc1ccc(N2CCOCC2)c(Cl)c1)C1CCCCC1	100
